Source: PubChem BioAssay
MEKK2wt PB1 HTS: raises or lowers MEK5 binding to wildtype human MEKK2 PB1 domain | Q9Y2U5 | bead flow cytometry, Alexa488-MEK5 binding to MEKK2 WT; actives lie on both sides | binding response (% of control), % at 10 µM | hit rate 1.1% among 290,000; in the data active means binding response below about 67% or above about 130%
OXTR ag: agonists of human oxytocin receptor. hit rate 0.32% among 320,000. CHO-OTR cells, Fluo-8 calcium fluorescence; normalized: DMSO 0%, oxytocin 100%. P30559. activation, % at 3 µM;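 active means activation above the mean of all tested compounds plus 3 SD, cutoff set per screening run, cut at about 20% in these data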;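 further: peak over basal fluorescence ratio from a 100 s FLIPR kinetic read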
V1aR counter: activates human V1a receptor in oxytocin agonist counter-screen; CHO-V1R cells, Fluo-8 calcium fluorescence, agonist mode; 0% DMSO, 100% 3 nM vasopressin; activation, % at 3 µM; hit rate 0.25% among 320,000; AID 2797;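 active means activation above the mean activation of all tested compounds plus 3 SD, per screening run, cut at about 20% in these data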;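 further: signal is peak over basal fluorescence ratio across a 100 second FLIPR read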
Target sequence (P37288 whole entry, looked up): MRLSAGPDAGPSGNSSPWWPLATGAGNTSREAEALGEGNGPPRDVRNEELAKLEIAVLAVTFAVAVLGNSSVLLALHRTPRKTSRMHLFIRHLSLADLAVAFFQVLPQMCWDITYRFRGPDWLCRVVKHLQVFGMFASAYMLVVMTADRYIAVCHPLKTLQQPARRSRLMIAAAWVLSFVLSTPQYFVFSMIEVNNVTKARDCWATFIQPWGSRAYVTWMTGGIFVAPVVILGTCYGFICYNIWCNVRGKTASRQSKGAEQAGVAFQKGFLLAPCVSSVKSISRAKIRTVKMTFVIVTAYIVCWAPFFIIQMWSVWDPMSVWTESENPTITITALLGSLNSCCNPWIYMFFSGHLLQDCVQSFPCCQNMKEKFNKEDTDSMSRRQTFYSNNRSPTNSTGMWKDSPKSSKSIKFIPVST
PfM18AAP inh: PfM18AAP enzyme inhibition; hit rate 1.2% among 290,000; inhibition, % at 7.35 µM; recombinant PfM18AAP, H-Glu-NHMec fluorogenic cleavage; AID 1822;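 active means inhibition above the campaign mean inhibition over all tested compounds plus 3 SD, cut at about 28% in these data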;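 further: 0% = plate median of test compound wells and 100% = 2 mM ZnCl2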
OXTR potentiator: potentiators of human oxytocin receptor; activation, % at 3 µM; CHO-OTR cells, Fluo-8 calcium fluorescence, potentiator mode; 0% = oxytocin EC15, 100% = EC100; hit rate 0.061% among 320,000; P30559; AID 2445;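 active means activation above that plate's cutoff, the mean activation of tested compounds plus 3 SD, cut at about 6.6% in these data, passing the limit was not always enough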;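 further: 100% uses oxytocin at 75 nM as the full agonist control; some results filed as inactive read as strong as hits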
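Assay system: CHO cell line stably expressing human OTR | Also added: Oxytocin at about EC15, sub-maximal agonist stimulus | Times: Compound 6 min at room temperature before oxytocin, 100 s read | Measured by: Fluo-8 intracellular calcium fluorescence, ex 470-495, em 515-575 nm | Controls: EC15 oxytocin alone as 0%, 75 nM oxytocin as 100%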
MEKK2 mut-MEK5: signal of MEK5 binding to mutant human MEKK2 PB1 domain; bead flow cytometry, Alexa488-MEK5 binding to MEKK2 mutant; percent response, % at 10 µM; hit rate 0.35% among 290,000; in the data active means percent response above about 24%, passing the limit was not always enough; further: inactives centre near 1; some results filed as inactive read as strong as hits
GPR7 antag: blocks human GPR7 receptor signaling. AID 1861. GPR7-expressing cells, fluorescence antagonist assay. inhibition, % at 4.4 µM. hit rate 1.1% among 290,000; in the data active means inhibition above about 16%, passing the limit was not always enough;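 further: cells stimulated with the agonist NPW; 0% = agonist with vehicle and 100% = vehicle without agonist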
Target sequence (P48145 whole entry, looked up): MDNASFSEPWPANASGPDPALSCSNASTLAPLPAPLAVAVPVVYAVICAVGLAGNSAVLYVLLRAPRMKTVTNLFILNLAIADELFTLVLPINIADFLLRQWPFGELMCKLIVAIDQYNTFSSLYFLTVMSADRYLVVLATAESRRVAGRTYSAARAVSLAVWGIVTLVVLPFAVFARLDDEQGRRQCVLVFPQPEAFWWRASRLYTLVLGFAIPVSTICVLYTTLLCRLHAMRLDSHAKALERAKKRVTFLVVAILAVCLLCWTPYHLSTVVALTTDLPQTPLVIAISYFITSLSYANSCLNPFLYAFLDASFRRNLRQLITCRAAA
GalR3 antagonist: antagonists of human GalR3; O60755; HEK293 GalR3-CNG cAMP membrane potential fluorescence; galR3 body fused to GalR1 C-terminus; inhibition, % at 3 µM; hit rate 0.44% among 360,000;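 active means inhibition above the screen-wide average plus 3 SD, cut at about 13% in these data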;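 further: forskolin and galanin both at EC90 stimulate the cells; cAMP rise reported by CNG channel membrane potential dye signal; 0% = forskolin plus galanin with DMSO and 100% = forskolin alone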
Target sequence (O60755 1-299 limits assumed): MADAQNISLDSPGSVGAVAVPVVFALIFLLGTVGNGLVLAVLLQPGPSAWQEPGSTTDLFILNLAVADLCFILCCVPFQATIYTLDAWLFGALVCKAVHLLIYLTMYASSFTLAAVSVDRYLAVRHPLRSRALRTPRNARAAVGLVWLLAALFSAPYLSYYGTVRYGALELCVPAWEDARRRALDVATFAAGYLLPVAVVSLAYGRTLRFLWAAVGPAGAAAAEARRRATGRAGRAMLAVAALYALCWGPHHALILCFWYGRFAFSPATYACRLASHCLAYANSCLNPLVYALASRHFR
NALP1 yeast inh: NALP1 inhibition; hit rate 0.61% among 280,000; AID 2071; S. cerevisiae NALP1/ASC/caspase-1 growth, X-gal OD620, 72 h; inhibition, % at 10 µM; in the data active means inhibition mostly above about 24%, no sharp cut-off; inactive means mostly below about 32%; further: some compounds called inactive have numbers as strong as hits
The depositor's hits bear a star.

How did O=[N+]([O-])c1ccc(-c2cnc(NO)nc2)cc1 do in these assays?
MEKK2wt PB1 HTS: 105.0; OXTR ag: 0.6; V1aR counter: 0.6; PfM18AAP inh: 20.6; OXTR potentiator: 4.5; MEKK2 mut-MEK5: 1.0; GPR7 antag: -10.5; GalR3 antagonist: -4.9; NALP1 yeast inh: 19.0

Results for COc1cccc(NC(=O)CN2C(=O)NC(C)(CCC(C)C)C2=O)c1 (stereo not drawn) ?
MEKK2wt PB1 HTS: 100.0; OXTR ag: 0.4; V1aR counter: 1.6; PfM18AAP inh: 3.0; OXTR potentiator: -2.6; MEKK2 mut-MEK5: 3.0; GPR7 antag: -2.6; GalR3 antagonist: -2.7; NALP1 yeast inh: 11.8

What do the screens show for `NCCCC[C@H]1CN=C(N)N1CCC12CC3CC(CC(C3)C1)C2`?
MEKK2wt PB1 HTS: 110.0; OXTR ag: 0.6; V1aR counter: 0.3; OXTR potentiator: 3.1; MEKK2 mut-MEK5: 6.0; GalR3 antagonist: -1.0

Results for O=C(CC(c1ccccc1)c1ccccc1)Nc1ccc(Cl)cn1 ?
MEKK2wt PB1 HTS: 100.0; OXTR ag: -1.9; V1aR counter: -0.1; PfM18AAP inh: -3.9; OXTR potentiator: -9.9; MEKK2 mut-MEK5: 0.0; GPR7 antag: 3.3; GalR3 antagonist: -4.0; NALP1 yeast inh: 11.8

How did Cc1ccc(C(=O)Nc2ccccc2C(=O)NC2CCCCC2)cc1S(=O)(=O)N1CCOCC1 do in these assays?
MEKK2wt PB1 HTS: 100.0; OXTR ag: 0.1; V1aR counter: 0.5; PfM18AAP inh: -0.4; OXTR potentiator: 1.2; MEKK2 mut-MEK5: -3.0; GPR7 antag: -5.4; NALP1 yeast inh: 3.2

How did COc1ccccc1NC(=O)CSc1ccc2nnc(-c3ccncc3)n2n1 do in these assays?
MEKK2wt PB1 HTS: 100.0; OXTR ag: 1.7; V1aR counter: 0.7; PfM18AAP inh: -7.6; OXTR potentiator: -7.7; MEKK2 mut-MEK5: 0.0; GPR7 antag: -17.0; GalR3 antagonist: -1.5; NALP1 yeast inh: 3.2

What do the screens show for `CCOC(=O)C(=O)NCC(c1cccs1)S(=O)(=O)c1ccc(C)cc1` (stereo not drawn)?
OXTR ag: -0.1; V1aR counter: -0.8; OXTR potentiator: -11.2; GalR3 antagonist: -3.9

What do the screens show for `NC(=O)CSc1ccc(S(=O)(=O)N2CCCCC2)cn1`?
OXTR ag: 4.2; V1aR counter: 3.1; OXTR potentiator: -2.4; GalR3 antagonist: 0.0

How did Cc1occc1C(=O)NCCCCNC(=O)c1ccoc1C do in these assays?
MEKK2wt PB1 HTS: 102.0; OXTR ag: 0.1; V1aR counter: 0.5; PfM18AAP inh: -10.2; OXTR potentiator: -15.1; MEKK2 mut-MEK5: 7.0; GPR7 antag: -13.8; GalR3 antagonist: -0.4; NALP1 yeast inh: -3.1

How did CCCCn1c(SCC(=O)Nc2nnc(C)s2)nc2c1c(=O)n(C)c(=O)n2C do in these assays?
MEKK2wt PB1 HTS: 98.0; OXTR ag: 0.9; V1aR counter: 0.4; PfM18AAP inh: -6.5; OXTR potentiator: 4.5; MEKK2 mut-MEK5: 4.0; GPR7 antag: -7.7; GalR3 antagonist: -4.9; NALP1 yeast inh: 18.6

How did COc1ccc(NC(=O)c2ccc(COc3ccccc3OC)o2)cc1OC do in these assays?
MEKK2wt PB1 HTS: 127.0; OXTR ag: 2.0; V1aR counter: 3.0; PfM18AAP inh: -5.0; OXTR potentiator: -5.5; MEKK2 mut-MEK5: 11.0; GPR7 antag: 4.8; GalR3 antagonist: -1.9; NALP1 yeast inh: 9.2

Results for CCOc1ccc(/C=N/N2C(C)CCCC2C)cc1OC (stereo not drawn) ?
MEKK2wt PB1 HTS: 101.0; OXTR ag: 1.5; V1aR counter: 0.7; PfM18AAP inh: 8.3; OXTR potentiator: -8.9; MEKK2 mut-MEK5: 2.0; GPR7 antag: -0.8; GalR3 antagonist: -5.1; NALP1 yeast inh: -6.7

What do the screens show for `Cc1cc(C)nc(N2CCN(C(=O)CCC(=O)Nc3nnc(CC(C)C)s3)CC2)n1`?
MEKK2wt PB1 HTS: 99.0; OXTR ag: -0.4; V1aR counter: 0.9; PfM18AAP inh: -3.0; OXTR potentiator: -2.5; MEKK2 mut-MEK5: 3.0; GPR7 antag: -6.1; GalR3 antagonist: -1.3; NALP1 yeast inh: -5.3

What do the screens show for `NS(=O)(=O)c1ccc(-c2ccc(/C=N/Nc3ccc(C(=O)O)cc3)o2)cc1`?
MEKK2wt PB1 HTS: 102.0; OXTR ag: 0.9; V1aR counter: -0.1; PfM18AAP inh: 24.3; OXTR potentiator: -4.8; MEKK2 mut-MEK5: 3.0; GPR7 antag: 4.8; GalR3 antagonist: -6.0

Results for O=C(CC1CC2CCC1C2)N1CCN(S(=O)(=O)c2ccccc2[N+](=O)[O-])CC1 (stereo not drawn) ?
OXTR ag: 4.3; V1aR counter: 3.5; OXTR potentiator: -3.7; GalR3 antagonist: -4.7

What do the screens show for `Cc1ccnc2nc(C(=O)OCC(=O)N(CC(C)C)CC(C)C)nn12`?
MEKK2wt PB1 HTS: 100.0; OXTR ag: 0.5; V1aR counter: 2.0; PfM18AAP inh: -2.2; OXTR potentiator: -1.1; MEKK2 mut-MEK5: -1.0; GPR7 antag: -13.4; GalR3 antagonist: -0.5; NALP1 yeast inh: 0.7

Results for Cc1ccc(NC(=O)Nc2cc(-c3ccccc3)nn2C)cc1Cl ?
MEKK2wt PB1 HTS: 103.0; OXTR ag: 4.7; V1aR counter: 4.9; PfM18AAP inh: 1.0; OXTR potentiator: -17.0; MEKK2 mut-MEK5: 4.0; GPR7 antag: -3.2; GalR3 antagonist: -0.5

What do the screens show for `CC(Oc1ccccc1)C(=O)N1CCN(c2ccc(N3CCCCC3)nn2)CC1` (stereo not drawn)?
OXTR ag: -1.1; V1aR counter: -0.5; OXTR potentiator: -7.6; GalR3 antagonist: -0.2

Results for O=C(N/N=C/c1ccc2c(c1)OCO2)c1ccc(NS(=O)(=O)c2cccs2)cc1 ?
MEKK2wt PB1 HTS: 96.0; OXTR ag: -0.5; V1aR counter: -0.3; PfM18AAP inh: -14.9; OXTR potentiator: -6.9; MEKK2 mut-MEK5: 0.0; GPR7 antag: -0.8; GalR3 antagonist: -2.4; NALP1 yeast inh: -5.2

What do the screens show for `CCOCCn1c(CN2CCc3ccccc3C2)nc2c1c(=O)n(C)c(=O)n2C`?
MEKK2wt PB1 HTS: 118.0; OXTR ag: -0.7; V1aR counter: -1.0; PfM18AAP inh: -0.7; OXTR potentiator: 0.2; MEKK2 mut-MEK5: 19.0; GPR7 antag: -14.9; GalR3 antagonist: 2.9; NALP1 yeast inh: -1.4

What do the screens show for `Cc1nc(Cl)sc1C(=O)Nc1cccc2ccccc12`?
MEKK2wt PB1 HTS: 96.0; OXTR ag: -1.8; V1aR counter: 0.2; PfM18AAP inh: 0.4; OXTR potentiator: 0.1; MEKK2 mut-MEK5: -2.0; GPR7 antag: -9.3; GalR3 antagonist: -3.8; NALP1 yeast inh: 25.6

Results for O=C(NC1CCCC1)C(c1cccs1)N(C(=O)c1ccno1)c1ccccc1 (stereo not drawn) ?
MEKK2wt PB1 HTS: 106.0; OXTR ag: -2.4; V1aR counter: -1.4; PfM18AAP inh: -4.0; OXTR potentiator: -10.2; MEKK2 mut-MEK5: 2.0; GPR7 antag: 5.4; GalR3 antagonist: -1.6

What do the screens show for `CCC(C)NC(=O)c1ccccc1NC(=O)CN1C(=O)c2ccccc2S1(=O)=O` (stereo not drawn)?
MEKK2wt PB1 HTS: 101.0; OXTR ag: -0.3; V1aR counter: -0.3; PfM18AAP inh: 5.3; OXTR potentiator: 2.1; MEKK2 mut-MEK5: 1.0; GPR7 antag: -4.2; GalR3 antagonist: -2.3; NALP1 yeast inh: 21.8

How did CC1CCc2cc(F)ccc2N1C(=O)c1ccncc1 (stereo not drawn) do in these assays?
MEKK2wt PB1 HTS: 101.0; OXTR ag: 0.5; V1aR counter: -0.3; PfM18AAP inh: 1.1; OXTR potentiator: 1.1; MEKK2 mut-MEK5: -1.0; GPR7 antag: -4.3; GalR3 antagonist: -2.9; NALP1 yeast inh: 24.1

Results for CCc1ccc(OCC(=O)NC(=S)Nc2ccc(F)cc2)c(Br)c1 ?
MEKK2wt PB1 HTS: 57.0; OXTR ag: -0.4; V1aR counter: 1.4; PfM18AAP inh: -10.4; OXTR potentiator: -4.4; MEKK2 mut-MEK5: -13.0; GPR7 antag: -5.8; GalR3 antagonist: -3.7; NALP1 yeast inh: -4.9

Results for COC(=O)C(C)Sc1ncnc2c1c(-c1ccccc1)cn2-c1ccc(OC)cc1 (stereo not drawn) ?
MEKK2wt PB1 HTS: 110.0; OXTR ag: -1.2; V1aR counter: 1.4; PfM18AAP inh: 0.8; OXTR potentiator: -9.3; MEKK2 mut-MEK5: 16.0; GPR7 antag: -16.2; GalR3 antagonist: -5.9; NALP1 yeast inh: 36.4

What do the screens show for `CCN(CC)C(=O)C(=O)c1cn(CC(=O)NCc2ccc3c(c2)OCO3)c2ccccc12`?
MEKK2wt PB1 HTS: 101.0; OXTR ag: -0.7; V1aR counter: 1.0; PfM18AAP inh: 0.1; OXTR potentiator: -10.5; MEKK2 mut-MEK5: 0.0; GPR7 antag: 6.9; GalR3 antagonist: -7.4; NALP1 yeast inh: 5.5

What do the screens show for `CCOc1ccccc1C(=O)Nn1c(C2CCC2)nc2ccccc2c1=O`?
MEKK2wt PB1 HTS: 96.0; OXTR ag: -0.8; V1aR counter: -1.2; PfM18AAP inh: 2.1; OXTR potentiator: -1.4; MEKK2 mut-MEK5: -4.0; GPR7 antag: -10.6; GalR3 antagonist: -7.6; NALP1 yeast inh: 20.7

What do the screens show for `CCN1CCN(C(=O)C(C)Oc2ccc(S(=O)(=O)N3CCCC3)cc2C(N)=O)CC1` (stereo not drawn)?
OXTR ag: -0.2; V1aR counter: 0.7; OXTR potentiator: -0.7; GalR3 antagonist: -2.4

What do the screens show for `Nc1nonc1-n1nnc(C(=O)N/N=C/c2ccoc2)c1CSc1ccccc1`?
MEKK2wt PB1 HTS: 102.0; OXTR ag: 0.1; V1aR counter: 2.7; PfM18AAP inh: 8.9; OXTR potentiator: -8.5; MEKK2 mut-MEK5: 5.0; GPR7 antag: -14.2; NALP1 yeast inh: -5.4

Results for CCOC(=O)C1=C(N)N(c2cc(S(=O)(=O)N3CCOCC3)ccc2Cl)C(=O)C1 ?
MEKK2wt PB1 HTS: 105.0; OXTR ag: 0.4; V1aR counter: 0.0; PfM18AAP inh: 0.4; OXTR potentiator: -0.9; MEKK2 mut-MEK5: 7.0; GPR7 antag: -12.4; GalR3 antagonist: -2.3; NALP1 yeast inh: 8.3

Results for Cc1c(NC(=S)NC(=O)C(C)(C)C)c(=O)n(-c2ccccc2)n1C ?
MEKK2wt PB1 HTS: 107.0; OXTR ag: 0.2; V1aR counter: 1.3; PfM18AAP inh: -0.3; OXTR potentiator: 6.8; MEKK2 mut-MEK5: -1.0; GPR7 antag: -5.3; GalR3 antagonist: 7.5; NALP1 yeast inh: 44.7

How did O=C(CNS(=O)(=O)c1ccccc1)NCc1ccccn1 do in these assays?
MEKK2wt PB1 HTS: 103.0; OXTR ag: 0.0; V1aR counter: 0.6; PfM18AAP inh: 2.8; OXTR potentiator: -9.1; MEKK2 mut-MEK5: 6.0; GPR7 antag: -0.2; GalR3 antagonist: -6.0; NALP1 yeast inh: 21.9
